# Screening data as filed in PubChem.
# TRb-SRC2 inh: qHTS for Inhibitors of the Interaction of Thyroid Hormone Receptor and Steroid Receptor Coregulator 2. Thyroid hormone receptor beta (Homo sapiens), P10828. TRbeta-SRC2 peptide binding, fluorescence polarization; receptor liganded with 1 µM T3. Potency, µM (series often up to 106 µM), inactives show at the highest dose activity change, negative = inhibition, hits mostly inhibitors. 280,000 tested, 0.065% active. AID 1469, 2008;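 also: potency is read from the fitted curve at half-maximal effect; plate controls were bound peptide for no effect and peptide without receptor for full effect; nearly all actives have a fitted effect of over 50% in size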
# Target sequence (P10828 whole entry, looked up): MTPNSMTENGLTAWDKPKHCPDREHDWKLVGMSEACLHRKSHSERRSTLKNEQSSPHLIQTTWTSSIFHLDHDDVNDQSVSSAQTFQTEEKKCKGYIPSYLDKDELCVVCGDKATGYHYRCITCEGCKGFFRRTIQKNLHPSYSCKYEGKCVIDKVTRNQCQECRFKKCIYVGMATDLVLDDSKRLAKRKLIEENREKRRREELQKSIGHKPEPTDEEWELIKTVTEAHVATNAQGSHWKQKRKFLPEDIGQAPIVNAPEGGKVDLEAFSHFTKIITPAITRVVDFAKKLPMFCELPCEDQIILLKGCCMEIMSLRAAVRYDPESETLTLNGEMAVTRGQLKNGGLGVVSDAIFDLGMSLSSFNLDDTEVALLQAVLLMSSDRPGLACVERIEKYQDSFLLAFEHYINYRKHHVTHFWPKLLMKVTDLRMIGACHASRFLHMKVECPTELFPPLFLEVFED
#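 A fluorescence polarization screen tested compounds at multiple concentrations against complex formation between 0.6 uM TRb ligand-binding domain and 20 nM Texas Red SRC2 peptide, with 1 uM T3 present; readout after 5 hr.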
# Tau fluor cs: Counterscreen qHTS for Inhibitors of Tau Fibril Formation, Fluorescence Polarization; tau K18 P301L (four-repeat tau fragment) Alexa594 fluorescence, heparin fibrillization; Potency, µM (top dose mostly 57.7 µM), for the others: at the top dose activity change, negative = decrease; 280,000 tested, 0.93% active; AID 1463, 2008; also: potency is read from the fitted curve at half-maximal effect; % is scaled to controls: 0 for no effect and ±100 for the full control effect; nearly all actives have a fitted effect of over 55% in size
#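 Human K18 P301L tau (15 uM unlabeled plus 0.24 uM Alexa 594-labeled, final) in 100 mM sodium acetate pH 7 was mixed with compound and 20 uM heparin and incubated 6 hr at 37 C.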
# aGal spleen mod: qHTS Assay for Inhibitors and Activators of Human alpha-Galactosidase From Spleen Homogenate; human spleen homogenate, 4MU-alpha-Gal fluorescence, 40 min; Potency, µM (series often up to 80 µM), inactives show top-dose activity change, negative = inhibition, most hits filed as inhibitors; 240,000 tested, 0.008% active;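 also: potency is read from the fitted curve at half-maximal effect; 0% = enzyme with vehicle and -100% = no enzyme basal signal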
# Target sequence (P06280 32-429 limits assumed): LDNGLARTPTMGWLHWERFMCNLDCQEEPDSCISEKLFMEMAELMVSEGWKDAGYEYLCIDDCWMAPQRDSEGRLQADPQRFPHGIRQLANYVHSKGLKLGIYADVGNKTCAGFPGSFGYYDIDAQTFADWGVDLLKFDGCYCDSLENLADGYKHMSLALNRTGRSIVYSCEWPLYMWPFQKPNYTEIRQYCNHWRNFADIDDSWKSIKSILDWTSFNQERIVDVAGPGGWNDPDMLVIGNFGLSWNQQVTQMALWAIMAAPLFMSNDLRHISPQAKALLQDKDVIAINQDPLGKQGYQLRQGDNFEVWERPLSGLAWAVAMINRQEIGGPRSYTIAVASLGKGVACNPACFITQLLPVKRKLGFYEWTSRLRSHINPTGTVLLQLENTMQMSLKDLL
#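 Spleen homogenate 1 ug + cpd (titration) + 4-MU-alpha-D-galactopyranoside 1 mM; 37C 40 min; 50 mM citrate/phosphate pH 5.0, 0.01% Tween-20; stop pH 10; fluorescence 365/440; AC50 via Hill.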
# NPSR antagonist: qHTS Assay for Antagonists of the Neuropeptide S Receptor: cAMP Signal Transduction. 220,000 tested, 1% active. AID 1461, 2008. CHO-NPSR cells, cAMP TR-FRET, antagonist mode. Potency, µM (series often up to 38.3 µM), for inactives: at the highest dose activity change, negative = inhibition, most hits filed as inhibitors; also: potency is read from the fitted curve at half-maximal effect; % is scaled to controls: 0 for no effect and ±100 for the full control effect; nearly all actives have a fitted effect of over 50% in size; many of its hits are not listed in these tables
# TexasRed fluor: Total Fluorescence Counterscreen for Inhibitors of the Interaction of Thyroid Hormone Receptor and Steroid Receptor Coregulator 2; TRb/SRC2 Texas Red total fluorescence interference; Potency, µM (series often up to 106 µM), inactives show at the top dose fluorescence change, negative = quenching; 280,000 tested, 0.29% active; active = well fitted curve in either direction with a large enough effect; inconclusive = small, poorly fitted or top-dose-only effect; also: potency is read from the fitted curve at half-maximal effect; % is scaled to controls: 0 for no effect and ±100 for the full control effect
#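 Flags fluorescent or light-absorbing compounds by total fluorescence, S + 2P, at 555 nm excitation and 632 nm emission. Mixture: 20 nM Texas Red SRC2 peptide, 0.6 uM human TRb LBD, 1 uM T3, 5% DMSO; compound exposure 5 h at ambient temperature.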
# Tau fibril FP: qHTS for Inhibitors of Tau Fibril Formation, Fluorescence Polarization; 280,000 tested, 0.39% active; Microtubule-associated protein tau (Homo sapiens), P10636; Potency, µM (highest dose often 57.7 µM), for the others: at the top dose activity, negative = inhibition, actives largely listed as inhibitors; K18 P301L tau heparin fibrillization, Alexa594 FP, 6 h; also: potency is read from the fitted curve at half-maximal effect; % is scaled to controls: 0 for no effect and ±100 for the full control effect; nearly all actives have a fitted effect of over 55% in size
# Target sequence (P10636 561-689 P618L limits assumed): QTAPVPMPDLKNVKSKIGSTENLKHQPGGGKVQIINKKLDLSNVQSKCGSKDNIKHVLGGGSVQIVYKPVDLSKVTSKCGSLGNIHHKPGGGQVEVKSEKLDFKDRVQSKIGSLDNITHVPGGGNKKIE
#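 Human tau K18 […] P301L fragment, 15 uM unlabeled plus 0.24 uM Alexa 594-labeled tau (final), with compound and 20 uM heparin in 100 mM sodium acetate pH 7; 6 hr at 37 C, then Alexa 594 FP read.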
# CBFb-RUNX1 inh: qHTS Assay for Compounds Blocking the Interaction Between CBF-beta and RUNX1 for the Treatment of Acute Myeloid Leukemia. Runt-related transcription factor 1 (Homo sapiens) + Core-binding factor subunit beta …. AlphaScreen CBFb-His/RUNX1-biotin binding, biochemical. Potency, µM (top dose mostly 59.8 µM), inactives show at the highest dose activity, negative = inhibition, usual class: inhibitors. 230,000 tested, under 10 active. AID 1477, 2009; also: % of control where 0% means no effect
#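 Read-out: AlphaScreen. Format: His-CBF-beta with biotinylated RUNX1 (30 nM each) preincubated 20 min, compound 15 min, Ni-chelate plus streptavidin beads 90 min; room temperature throughout.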
# Epigenetic derep: Quantitative High-Throughput Screen for Regulators of Epigenetic Control | murine LDR cells, GFP reporter derepression, 30 h | Potency, µM (highest dose often 53.9 µM), inactives show top-dose GFP activation, hits mostly activators | 280,000 tested, 0.2% active | AID 1865, 2009; also: potency is read from the fitted curve at half-maximal effect; % of control where 0% means no effect; nearly all actives have a fitted effect of over 60% in size
#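 Reporter derepression read as number of fluorescent GFP-positive objects, 20-120 um in size, counted by laser-scanning cytometer. Mouse LDR line with an epigenetically silenced CMV-GFP locus; compound incubation 30 h, 37 C.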
# Starred values were filed as active, the others as inactive; ? = inconclusive; / = not tested or not shown; [ ] = another dose, or the depositor's remark. Unless noted, calls follow the shape of the dose curve; as a rule, active = well fitted curve in the direction sought with a large enough effect; inconclusive = small, poorly fitted or top-dose-only effect, or another doubt; inactive = no such curve, though single readings can be large; an effect the other way counts as inactive or inconclusive.
SMILES,TRb-SRC2 inh,Tau fluor cs,aGal spleen mod,NPSR antagonist,TexasRed fluor,Tau fibril FP,CBFb-RUNX1 inh,Epigenetic derep
COc1ccc(C(C)C)cc1S(=O)(=O)n1ccnc1C,6%,3%,3%,7%,1%,-2%,2%,-1.8%
CN1C(=O)/C(=C/c2ccco2)SC1=Nc1ccc(N2CCOCC2)cc1,9%,-25%,2%,-23%,0%,2%,-1%,-1.5%
CSCCC(NC(N)=O)C(=O)NCc1cccc(Cl)c1 (stereo unspecified),4%,-7%,2%,-5%[46.1 µM],-5%,-6%,1%,-1.5%
O=S(=O)(Nc1cc(O)cc2cccnc12)c1ccc(Br)s1,-20%,/,-10%,/,-5%,/,?,/
Cc1cc(C)c(S(=O)(=O)c2ccccc2)c(OC(=O)c2c(Cl)cc(Cl)cc2Cl)n1,-10%,-26%,4%,?,-1%,-8%,11%,-1.1%
O=C1CCCC2=C1C(c1cccs1)n1nc(SCc3ccccc3)nc1N2 (stereo unspecified),-14%,-6%,22%,-29%[46.1 µM],2%,-1%,14%,-13%
Cc1ccc(C(CC(=O)NCc2ccco2)c2ccccc2)c(O)c1 (stereo unspecified),-14%,-9%,1%,-10%[46.1 µM],0%,7%,-3%,-1.2%
CS(=O)(=O)C1=NSC2=NC(=O)/C(=C\c3cccn3-c3ccccc3Cl)C(=N)N21,29%,-10%,-5%,-27%,-9%,1%,-28%,7.9%
COc1ccccc1NC(=O)Cn1c(=O)n(Cc2ccccc2)c(=O)c2c1c1cc(C)ccc1n2C,5%,-7%,/,/,0%,?,/,-2.2%
CCc1ccc(CSc2nc(-c3ccccc3OC)nc3c2Cc2c(CO)cnc(C)c2O3)cc1,-5%,8%,/,/,0%,-1%,/,-1.0%
Cn1c(SCC(=O)NCc2ccco2)nnc1-c1ccccc1,6%,3%,-1%,-10%[46.1 µM],2%,5%,11%,-0.3%
O=C(C1CCC(CNc2nc(=S)[nH]c3ccccc23)CC1)N1CCN(c2ccc(F)cc2)CC1 (stereo unspecified),2%,-18%,2%,-7%,-1%,0%,-14%,-6.1%
CC(OC(=O)c1ccccc1N1C(=O)C2C3CCC(C3)C2C1=O)C(=O)c1ccccc1 (stereo unspecified),9%,-2%,1%,24%,5%,1%,6%,-3.2%
CC1CCCCN1Cc1nc2ccccc2c(=O)[nH]1 (stereo unspecified),-11%,3%,-4%,-2%[46.1 µM],-4%,-2%,2%,-1.1%
O=C(Cn1ccc([N+](=O)[O-])n1)N1CCCCC1,6%,1%,-1%,11%,-3%,-4%,1%,-0.1%
CSc1ncccc1C(=O)N1CCCC(CCC(=O)NCc2ccccc2F)C1 (stereo unspecified),5%[53 µM],-5%,9%,-8%,-4%[53 µM],4%,8%,0.2%
CCCCCn1c(NCc2ccco2)nc2ccccc21,-2%,-16%,-3%,-10%[46.1 µM],-3%,13%,-4%,1.9%
O=C(COC(=O)c1cncc(Br)c1)NCC1CCCO1 (stereo unspecified),-3%,-1%,-11%,9%[46.1 µM],-1%,2%,2%,-2.6%
CCOc1ccc(C2C(C(N)=O)=C(C)Nc3nc(-c4cccc(Cl)c4)nn32)cc1OC (stereo unspecified),0%,-16%,/,/,-4%,14%,/,-1.8%
CCC1=C2CC[C@H]3C(=O)N(C)C(=O)[C@H]3[C@H]2[C@@]2(C)C(=O)N(CC3CC3)C(=O)N2C1=O,1%,2%,-8%,/,-8%,1%,8%,-1.7%
CCOc1ccc(NC(=O)COc2ccc(C(=O)NC3CCCc4ccccc43)cc2OC)cc1 (stereo unspecified),8%,-12%,8%,-4%,-23%,-17%,1%,3.2%
CCOc1ccc(CN2CCN(Cc3c(C)nn(CC)c3C)CC2CCO)cc1 (stereo unspecified),3%,-7%,-1%,?,-3%,-8%,1%,-2.0%
CCCSC1=NC2(CCN(C(=O)NC3CCCCC3)CC2)N=C1c1ccc(Cl)cc1,2%,-1%,/,/,-4%,3%,/,-1.3%
O=C1C(c2ccc(F)cc2)N(CC2COc3ccccc3O2)C(=O)CN1C1CCCCC1 (stereo unspecified),-13%,-11%,-16%,?,-2%,-1%,8%,11%
Cc1ccc2c(Cl)c(C(=O)N/N=C/c3cccn3C)sc2c1,10%,-18%,4%,1%,0%,?,-7%,1.0%

# The last 6 compounds of the section above come first, to join the parts.
SMILES,TRb-SRC2 inh,Tau fluor cs,aGal spleen mod,NPSR antagonist,TexasRed fluor,Tau fibril FP,CBFb-RUNX1 inh,Epigenetic derep
CCC1=C2CC[C@H]3C(=O)N(C)C(=O)[C@H]3[C@H]2[C@@]2(C)C(=O)N(CC3CC3)C(=O)N2C1=O,1%,2%,-8%,/,-8%,1%,8%,-1.7%
CCOc1ccc(NC(=O)COc2ccc(C(=O)NC3CCCc4ccccc43)cc2OC)cc1 (stereo unspecified),8%,-12%,8%,-4%,-23%,-17%,1%,3.2%
CCOc1ccc(CN2CCN(Cc3c(C)nn(CC)c3C)CC2CCO)cc1 (stereo unspecified),3%,-7%,-1%,?,-3%,-8%,1%,-2.0%
CCCSC1=NC2(CCN(C(=O)NC3CCCCC3)CC2)N=C1c1ccc(Cl)cc1,2%,-1%,/,/,-4%,3%,/,-1.3%
O=C1C(c2ccc(F)cc2)N(CC2COc3ccccc3O2)C(=O)CN1C1CCCCC1 (stereo unspecified),-13%,-11%,-16%,?,-2%,-1%,8%,11%
Cc1ccc2c(Cl)c(C(=O)N/N=C/c3cccn3C)sc2c1,10%,-18%,4%,1%,0%,?,-7%,1.0%
O=C(CCNS(=O)(=O)c1cccc2nsnc12)NCc1cccs1,3%,-10%,0%,-2%[46.1 µM],-2%,1%,2%,-1.0%
CC/C(C)=N/Oc1nc(C)cc(C)n1,-1%,5%,-2%,12%,2%,5%,3%,-1.1%
COc1cc(C(F)(F)F)c(C(=O)NCc2cccc(Cl)c2)cn1,5%,-4%,6%,-1%,0%,3%,-1%,-1.7%
CCOC(=O)CCN1C(=O)[C@H]2[C@H]3[C@H](O)[C@H](O)C/C(=N/NC(=O)OCc4ccc(OC)cc4)[C@@H]3CC[C@@H]2C1=O,-3%[11.2 µM],-7%[11.6 µM],2%[17.5 µM],/,-1%[11.2 µM],-8%[11.6 µM],0%[13.1 µM],0.0%[10.1 µM]
CCOCCCNC(=O)C(NC(=O)c1ccc(NC(C)=O)cc1)c1ccc(C)cc1 (stereo unspecified),-8%,-20%,4%,12%,0%,-2%,3%,-3.2%
Cc1cc(C)n2nc(Sc3ncccc3[N+](=O)[O-])nc2n1,-1%,-11%,-10%,-14%,0%,-9%,0%,0.2%
Cc1ccc(S(=O)(=O)NC(=O)c2ccc(-c3ccc(-c4ccccc4)cc3)o2)c(C)c1,-5%,-7%,1%,-13%,-1%,2%,-4%[2.36 µM],0.9%
CCOc1ccc(NC(=O)Nc2cccnc2)cc1,-3%,-29%,-3%,3%,1%,8%,10%,1.5%
COc1ccc(CCNC(=O)Cn2c([N+](=O)[O-])cnc2C)cc1OC,7%[53 µM],-4%,4%,-15%,-1%[53 µM],1%,14%,3.9%
Cc1onc(-c2c(Cl)cccc2Cl)c1C(=O)N1CCSCC1,-4%,2%,-1%,-8%,-1%,-12%,-13%,-0.7%
Cc1ccc(-c2nc3ncccc3o2)cc1NC(=O)c1ccccc1Br,5%,-18%,/,/,0%,?,/,-1.6%
CC1CCN(c2nc(CN3CCCCC3)nc3scc(-c4ccccc4)c23)CC1,0%,14%,1%,-45%,3%,2%,-8%,0.0%
CCn1cc([N+](=O)[O-])c(C(=O)Nc2cc(C)on2)n1,-13%,2%,7%,-20%[46.1 µM],0%,0%,1%,0.8%
CCOC(=O)c1[nH]c(C)c(CCC(=O)Nc2cccc(C(F)(F)F)c2)c1C,-2%,-24%,/,/,0%,-1%,/,-1.4%
Cc1ccc2c([N+](=O)[O-])cccc2n1,1%,10%,12%,19%,-1%,4%,-1%,1.1%
O=C(CSc1ncn[nH]1)Nc1nc(-c2cccc([N+](=O)[O-])c2)cs1,-1%,?,-1%,48%,1%,?,5%,1.1%
CCc1ccc(S(=O)(=O)c2nnn3c2nc(Nc2cccc(C)c2C)c2sccc23)cc1,0%,-15%,/,/,-2%,-9%,/,?
C(=C/c1ccnc2nc(SC/C=C/c3ccccc3)nn12)/c1ccccc1,3%,-15%,-5%,-15%[46.1 µM],-5%,-15%,3%,-0.3%
N#C/C(=N\Nc1cccc(C(F)(F)F)c1)C(=O)c1ccsc1,6%,?,-12%,?,-17%,15%,?,-1.4%
COC(=O)C(=O)Nc1nnc(COc2ccccc2)s1,-1%,-4%,-12%,-4%[46.1 µM],-5%,-1%,14%,1.9%
CC(C)c1ccc(C(CC(=O)O)NC(=O)c2cccs2)cc1 (stereo unspecified),0%,5%,11%,15%,-4%,3%,14%,-0.4%
Cc1ccc(C(=O)O)cc1S(=O)(=O)N1CCCC1,6%,-9%,-8%,-4%[46.1 µM],2%,1%,0%,1.3%

# Only part of the results is shown; rates above refer to the full screens.
